Screening results: PubChem BioAssay, The Scripps Research Institute Molecular Screening Center
SRC1 TRFRET art – counter-screen for PPARgamma SRC-1 recruitment agonists: TR-FRET artefact. AID 1051. TR-FRET detection artefact counter-screen, emission ratio; hits give high values. TR-FRET ratio at 8 µM. 99,000 compounds, 0.34% hits; in the data active = TR-FRET ratio above about 2300; also: inactives centre near 1800; reference of the scale not given here
SRC3 TRFRET art – flags TR-FRET format artefacts in PPARgamma SRC-3 recruitment agonist screen. TR-FRET ratio at 8 µM. 99,000 compounds, 0.39% hits. TR-FRET artefact counter-screen, PPARgamma/SRC-3 format; hits give high values; in the data active = TR-FRET ratio above about 2000; also: inactives centre near 1600; reference of the scale not given here
* = called active by the depositor. These rows are one share of the data; the hit share may differ from the screen's.

SMILES | SRC1 TRFRET art | SRC3 TRFRET art
CC1(C)CC(C)(O)P(=O)(c2ccccc2)O1 (centres undefined) | 1653 | 1355
Cc1cc([N+](=O)[O-])nn1CCCC(=O)Nc1cc(Oc2ccccc2)cc([N+](=O)[O-])c1 | 1807 | 1339
COC(=O)C1C(=O)C2=C(CC1C)Nc1ccccc1NC2c1ccc(C)s1 (centres undefined) | 1826 | 1643
Cc1ccc(C)c(SCC(=O)OC/C(O)=C(\C#N)c2nc3ccccc3[nH]2)c1 | 1879 | 1693
O=C(NCc1ccco1)/C(=C\C=C\c1ccccc1)NC(=O)c1ccccc1Br | 1888 | 1845
O=C(c1ccccc1[N+](=O)[O-])N1CC2C3C=CC(C3)C2C1 (centres undefined) | 2158 | 1539
C/C(=N\Nc1nc(-c2cc(C)ccc2C)cs1)c1cc2c(ccc3ccccc32)oc1=O | 1746 | 1826
CCOC(=O)c1c(C)[nH]c(C)c1C(=O)COC(=O)c1cc2ccccc2cc1OC | 2018 | 1423
CCC(C)[C@H](NC(=O)NCCCn1ccnc1)C(=O)OC (some centres undefined) | 1799 | 1515
COc1ccc(C(=O)NC(=S)Nc2ccc(Cc3ccncc3)cc2)cc1 | 1688 | 1640

Random excerpt: two records from the list
SMILES | SRC1 TRFRET art | SRC3 TRFRET art
CCOC(=O)c1c(C)[nH]c(C)c1C(=O)COC(=O)c1cc2ccccc2cc1OC | 2018 | 1423
O=C(NCc1ccco1)/C(=C\C=C\c1ccccc1)NC(=O)c1ccccc1Br | 1888 | 1845

(next part)
SMILES | SRC1 TRFRET art | SRC3 TRFRET art
OCCC1CN(Cc2ccc(Oc3ncccn3)cc2)CCN1CCc1ccccc1 (centres undefined) | 1888 | 1533
O=C(NCCCN1CCOCC1)c1ccc([N+](=O)[O-])cc1[N+](=O)[O-] | 1874 | 1841
Cc1c(-c2ccccc2)oc2c(C(=O)OCC(=O)Nc3ccc(F)cc3)cccc2c1=O | 1762 | 1493
CC1CN(CC(O)COCc2ccc3c(c2)OCO3)CC(C)O1 (centres undefined) | 1849 | 1592
C/C(=N\NS(=O)(=O)c1ccc([N+](=O)[O-])cc1)c1cccs1 | 1653 | 1526
O=C(N/N=C/c1cccc(OCc2ccccc2)c1)c1ccc(Br)cc1 | 1743 | 1403
C=CCN=C1NN=C(c2ccc3c(c2)OCCO3)CS1 | 2074 | 1732
O=C(COC(=O)Cc1cccc(C(F)(F)F)c1)NC1CC1 | 1402 | 1387
C/C(CCC(=O)OC[C@H]1O[C@H](C#Cc2ccccc2)C=C[C@@H]1Oc1ccc(C)cc1)=N\OC[C@@H](O)[C@H]1O[C@@H]2OC(C)(C)O[C@@H]2[C@H]1O | 1812 | 1724
O=C(NCCC1=CCCCC1)C1CCN(S(=O)(=O)N2CCCC2)CC1 | 1833 | 1526

Exported with tabs: part of the list above.
Compound	SRC1 TRFRET art	SRC3 TRFRET art
C/C(=N\NS(=O)(=O)c1ccc([N+](=O)[O-])cc1)c1cccs1	1653	1526
O=C(N/N=C/c1cccc(OCc2ccccc2)c1)c1ccc(Br)cc1	1743	1403
C=CCN=C1NN=C(c2ccc3c(c2)OCCO3)CS1	2074	1732
O=C(COC(=O)Cc1cccc(C(F)(F)F)c1)NC1CC1	1402	1387
C/C(CCC(=O)OC[C@H]1O[C@H](C#Cc2ccccc2)C=C[C@@H]1Oc1ccc(C)cc1)=N\OC[C@@H](O)[C@H]1O[C@@H]2OC(C)(C)O[C@@H]2[C@H]1O	1812	1724
O=C(NCCC1=CCCCC1)C1CCN(S(=O)(=O)N2CCCC2)CC1	1833	1526

Further entries.
SMILES | SRC1 TRFRET art | SRC3 TRFRET art
COCCCNC(=O)c1ccc2c(=O)n(Cc3ccc(OC)cc3)c(=O)[nH]c2c1 | 1505 | 1409
COc1ccccc1/C=C(/C(=O)NCCCn1ccnc1)c1ccccc1 | 1799 | 1428
CC(=O)Nc1c(NC(=O)CC#N)[nH]c2c(c1=O)c(=O)n(C)c(=O)n2C | 1716 | 1517
O=C(N=Nc1c(O)[nH]c2ccccc12)c1cc(NS(=O)(=O)c2cccs2)cc(NS(=O)(=O)c2cccs2)c1 | 1827 | 1524
C/C(=N\NC(=O)c1ccc(CN2CCOCC2)cc1)c1ccc(NC(=O)c2ccccc2)cc1 | 1751 | 1697
CN(C)S(=O)(=O)c1ccc2nnn(O)c2c1 | 1933 | 1517
Nc1ccc2c(c1)C/C(=C/c1ccco1)C2=O | 1745 | 1689
CC[n+]1c(/C=C2\Sc3ccccc3N2C)ccc2cccc(C)c21 | 2149 | 1834
CC(C)(C)OC(=O)NC(=NCCCc1cn(CC(=O)N2CCN(C(=O)OC(C)(C)C)CC2)nn1)NC(=O)OC(C)(C)C | 1508 | 1480
Cc1ccc(C(=O)OCC(=O)NC(C)C)cc1S(=O)(=O)N1CCOCC1 | 1856 | 1359
COc1ccc(OC)c(CCNC(=O)CSc2ccsc2[N+](=O)[O-])c1 | 1933 | 1479
COc1ccc(NC(=O)CO/N=C2/CCCc3nonc32)c(OC)c1 | 1755 | 1672
COc1cc(/C=C2\SC(=Nc3ccc(N4CCOCC4)cc3)N(C)C2=O)ccc1OC(C)C(=O)O (centres undefined) | 1996 | 1657
CCOC(=O)C[n+]1c(C)csc1C | 1730 | 1610
CSc1nnc(C)c(=O)n1COC(=O)COc1ccc(Cl)cc1 | 1635 | 1424
CCOc1ccc(NC(=O)CSc2nc3ccccc3c(=O)n2CCCC(=O)NCCCN2CCCC2=O)cc1 | 1614 | 1516
C/C(=N\NC(=O)c1ccc(-c2ccccc2)cc1)C1C(=O)c2ccccc2C1=O | 1608 | 1337
Cc1ccc(SCCn2nc(C(=O)O)c3ccccc3c2=O)cc1 | 1899 | 1601
CSC(=S)N(C)C1CCS(=O)(=O)C1 (centres undefined) | 1574 | 1471
CC(C)(CCl)C(=O)Nc1ccc(C(F)(F)F)cc1 | 2047 | 1479

Brought forward from above: 4 entries, followed by the next part.
SMILES | SRC1 TRFRET art | SRC3 TRFRET art
C/C(=N\NC(=O)c1ccc(-c2ccccc2)cc1)C1C(=O)c2ccccc2C1=O | 1608 | 1337
Cc1ccc(SCCn2nc(C(=O)O)c3ccccc3c2=O)cc1 | 1899 | 1601
CSC(=S)N(C)C1CCS(=O)(=O)C1 (centres undefined) | 1574 | 1471
CC(C)(CCl)C(=O)Nc1ccc(C(F)(F)F)cc1 | 2047 | 1479
CCCCNS(=O)(=O)c1ccc2nc(-c3cccs3)cc(C(=O)NCC(OC)OC)c2c1 | 1821 | 1560
COc1ccc(-c2cc(C(F)(F)F)n3nc(C(=O)NCCCN4CCOCC4)cc3n2)cc1 | 1750 | 1598
COc1ccc(Br)cc1S(=O)(=O)NCCN1CCOCC1 | 1612 | 1616
CC(Sc1nc2ccccc2s1)C(=O)NC1CCCc2ccccc21 (centres undefined) | 1845 | 1596
Fc1ccc(NC(=S)NCc2ccc3c(c2)OCO3)cc1 | 1780 | 1354
NC(=S)Cc1nc(-c2ccc(Cl)cc2)cs1 | 1865 | 1300
O=C(Nc1ccc(N2CCCC2)c(Cl)c1)c1ccc([N+](=O)[O-])o1 | 2002 | 1737
COc1ccc(Cl)cc1NC(=O)CNc1ccccc1F | 1651 | 1505
O=C(NC1CC1)C1CCN(C2CCN(C(=O)/C=C/c3ccc(F)cc3)CC2)CC1 | 1738 | 1707
CCn1c(C)c(C2=CCN(S(=O)(=O)c3ccccc3)CC2)c2ccccc21 | 1698 | 1954
Cc1nn(Cc2cccc(C(=O)N3CCCC(C)C3)c2)c(C)c1[N+](=O)[O-] (centres undefined) | 1853 | 1544
CSc1ccc(S(=O)(=O)N(CC(=O)NN=C2CCN(C)CC2)c2ccc(C)cc2)cc1 | 1809 | 1535
Cc1cccc(NC(=O)c2cnn(C)c2)c1C | 1646 | 1560
O=C(c1cccnc1)N1N=C2CCCCCC2C1(O)C(F)(F)F (centres undefined) | 1733 | 1352
CCCOc1ccc(CN(CCO)CCO)cc1[N+](=O)[O-] | 1870 | 1585
CC(C)c1ccc(NC(=O)C(c2ccc3c(c2)OCO3)N2CCC3(CC2)OCCO3)cc1 (centres undefined) | 1557 | 1573
Cc1ccccc1-n1nnnc1SCCCC(=O)c1ccc(F)cc1 | 1649 | 1650
CCOC(=O)c1sc(-c2cccc([N+](=O)[O-])c2)cc1N | 1537 | 1513
Cc1cccc(-n2c(=O)c3c4c(sc3n3c(=S)[nH]nc23)CCC4)c1 | 1820 | 1651
COc1ccc(F)cc1C(=O)C1CCCN(C(=O)c2cccc(N(C)C)c2)C1 (centres undefined) | 1918 | 1528
O=C1c2cccnc2C(=O)N1Cc1ccco1 | 1976 | 1592
Cc1c(C)n(C)c2ccc(C(=O)NCc3cccs3)cc12 | 1913 | 1693
CCc1ccc(OCc2nnc(SCC(=O)N3CCOCC3)o2)cc1 | 1854 | 1817
CNC(=O)C(NC(=O)Nc1ccc(C)cc1)C(C)(C)C (centres undefined) | 1612 | 1441
COc1cccc(CNC23CC4CC(CC(C4)C2)C3)c1OCc1ccccc1 | 1963 | 1663
Cc1ccc(S(=O)(=O)NC(CC(C)C)C(=O)N2CCC(C)CC2)cc1 (centres undefined) | 1602 | 1570
Cc1ccc(CSCC(N)C(=O)O)cc1 (centres undefined) | 1988 | 1675
CCc1ccc(NC(=O)c2ccc3c(c2)C(=O)N(Cc2ccco2)C3=O)cc1 | 2062 | 1591
N#C/C(C(=O)NCc1ccccc1)=C1/SC(Cc2ccc(Cl)cc2)C(=O)N1c1ccccc1 (centres undefined) | 1943 | 1579
COCC(C)OC(=O)/C(C#N)=C\c1coc2ccc(C)cc2c1=O (centres undefined) | 1852 | 1601
O=C(Nc1cc(C(F)(F)F)ccc1Cl)C(NCc1ccccc1)c1ccccc1 (centres undefined) | 2081 | 1672
COc1ccc(CNC(=O)c2c(F)c(F)c(F)c(F)c2F)cc1 | 1937 | 1353
Cc1cc(Cl)ccc1C(=O)C1CCCN(C(=O)CCn2cnnn2)C1 (centres undefined) | 1811 | 1639
CN(C)C(=O)c1nc2ccc(Cl)cn2c1CN1CCN(c2ncccn2)CC1 | 1518 | 1621
O=C(NNC(=O)c1ccc(Cl)cc1Cl)c1ccncc1 | 1655 | 1304
CCN(CC)S(=O)(=O)c1ccc(Cl)c(NC(=O)COc2ccccc2[N+](=O)[O-])c1 | 1847 | 1556
CCCc1cc(=O)[nH]c(SCC(=O)N2N=C(c3ccc(Cl)cc3)CC2c2ccco2)n1 (centres undefined) | 1794 | 1668
N#CC1=C(N)OC2=C(C(=O)CC(c3ccccc3)C2)C1c1ccoc1 (centres undefined) | 1723 | 1594
COc1ccc(-c2cc(-c3ccccc3)c(C#N)c(=S)[nH]2)cc1 | 1976 | 1856
CC(=O)n1cc([C@H]2C=C(C(=O)N3CCOCC3)O[C@@H](OCc3ccc(CO)cc3)C2)c2ccccc21 | 1632 | 1409
Cc1cc(C(=O)CSc2n[nH]c(N)n2)c(C)n1-c1ccc2c(c1)OCO2 | 1516 | 1540
Cn1cc(CN2CCCC(CO)C2)c(-c2ccc(Oc3ccccc3)cc2)n1 (centres undefined) | 1511 | 1495
NC(=S)Nc1cccc2[nH]ncc12 | 1986 | 1781
CCC(=O)Nc1ccccc1C(=O)C(=O)Nc1ccccc1 | 1834 | 1626
CC(Nc1cc(N2CCN(S(C)(=O)=O)CC2)ccc1[N+](=O)[O-])c1ccccc1 (centres undefined) | 1714 | 1306
O=C(c1ccc(=O)[nH]c1)N(Cc1ccco1)C1(C(=O)NC2CCCCC2)CCCCC1 | 1904 | 1459
O=C(CSc1nnc2ccc(-c3ccncc3)nn12)c1cccs1 | 2081 | 1852
CCOc1cnc(C(=O)NNC(=O)C(Br)C(C)C)o1 (centres undefined) | 1869 | 1438
Oc1ccc(Cl)cc1N=Cc1sc2ccccc2c1Cl | 2002 | 1714
O=C(COc1cccc(NC(=O)c2ccccc2)c1)c1ccc(F)cc1 | 1772 | 1659
(more compounds)
SMILES | SRC1 TRFRET art | SRC3 TRFRET art
C=CCN(Cc1nc(-c2ccc(OC)c(OC)c2)oc1C)C1CCS(=O)(=O)C1 (centres undefined) | 1872 | 1586
CC(=O)Nc1ccc(OCC(=O)NCc2ccccc2)cc1 | 1706 | 1536
[O-]/C(=C(\C(=S)Nc1ccc(SC(F)F)cc1)[n+]1ccccc1)c1cc(Cl)ccc1Cl | 1769 | 1774
CCc1[nH]nc(C(=O)N2CCCC(CNS(=O)(=O)c3cccs3)C2)c1C (centres undefined) | 1577 | 1617
O=C(/C(=N\Nc1ccc([N+](=O)[O-])cc1)Sc1nnnn1-c1ccccc1)c1ccccc1 | 1689 | 1605
CCOC(=O)c1c(C)n(CC(O)CN(C)C)c2cc(Br)c(OC)cc12 (centres undefined) | 1860 | 1609
CC(C)NC(=O)c1nn(C)c2ccccc12 | 1619 | 1384
CCOC(=O)c1ccc(NC(=O)Cn2nnc(-c3ccccc3C)n2)cc1 | 2082 | 1415
Cc1ccc(NC(=O)C2CC(=O)N(C(C)C)C2)cc1Cl (centres undefined) | 1697 | 1749
COc1ccc(/C=N/NC(=O)C2C3CCCCC32)cc1OC (centres undefined) | 1654 | 1532

Compound profiles, from the list above. Order of screens: SRC1 TRFRET art | SRC3 TRFRET art
Results for CCOC(=O)c1c(C)n(CC(O)CN(C)C)c2cc(Br)c(OC)cc12 (centres undefined) = 1860 | 1609
Results for [O-]/C(=C(\C(=S)Nc1ccc(SC(F)F)cc1)[n+]1ccccc1)c1cc(Cl)ccc1Cl = 1769 | 1774

More entries.
SMILES | SRC1 TRFRET art | SRC3 TRFRET art
Fc1ccc(N2Cc3ccsc3C=N2)cc1 | 1819 | 1392
O=C(C1=C[C@H](c2ccc(C(F)(F)F)cc2)C[C@H](OCCCCO)O1)N1CCOCC1 | 1745 | 1571
COc1ccc(C(=O)NNC(=O)Cc2ccc([N+](=O)[O-])cc2)cc1 | 1769 | 1625
O=C1c2ccncc2C(=O)N1c1cccc(Cl)c1 | 1416 | 1467
CC(NC(=O)C1CCN(S(=O)(=O)c2cc([N+](=O)[O-])ccc2Cl)CC1)c1ccccc1 (centres undefined) | 1628 | 1680
